From PubChem BioAssay
West Nile virus CPE: West Nile virus antiviral activity, cell-based, CPE readout (AID 1621) | West Nile virus-infected cells, CPE inhibition; higher % means a stronger effect | one-dose CPE inhibition, % at 10 µM; IC50 in µM for titrated hits | actives 0.02% (n = 290,000); in the data active = a potency from the dose series; inconclusive = CPE inhibition mostly from about 3.7% at the one dose, without a potency; inactive = the rest, 99 in 100 with CPE inhibition below about 2.2%; also: strong numbers were not always called active
Salmonella PhoP GFP: inhibitors of PhoP regulon expression, primary screen, Salmonella Typhimurium, GFP reporter (AID 1863); S. Typhimurium PhoP-regulated promoter GFP reporter, 4 h; higher % means a stronger effect; inhibition, % at 50 µM; hits with a dose series show IC50 in µM; actives 0.16% (n = 300,000);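 active = inhibition over 29.93%, a cutoff 3 SD above the screen mean, later confirmed by dose response; inconclusive = inhibition over 29.93% but no dose response follow-up; inactive = inhibition at most 29.93% or unconfirmed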;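 also: 0% = low Mg2+ inducing control and 100% = high Mg2+ repressing control; strong numbers were not always called active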
T cell HTS: T cell immune modulation candidate. 2C CD8+ T cell-vesicle binding, flow cytometry; hits give low values. calls only at 7 µM. actives 0.068% (n = 330,000);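 active = response, share of CD8 T cells binding vesicles, and their 90th percentile fluorescence all below set limits, cut at about 80% in these data, passing the limit was not always enough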
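incubation = binding step 1.5 h, 37 °C, antibody labelling 20 min, ice | test system = 2C mouse CD8+ T cells | read-out basis = percent CD8+ FL2 mean versus row control | controls = Peptide-free naked vesicles (low) and QL9 vesicles with 0.7% DMSO vehicle (high) | detection = flow cytometry of vesicle-bound cells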
Rac1 GTP hydrolysis: MgcRacGAP GTPase-activating activity inhibitors, confirmation, biochemical, ADP Hunter fluorescence; MgcRacGAP-stimulated Rac1 GTP hydrolysis, ADP Hunter fluorescence; higher % means a stronger effect; GST-tagged Rac1 F28L mutant substrate; AID 624330; actives 0.6% (n = 340,000); one-dose inhibition, % at 30 µM; IC50 in µM for titrated hits;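 active = first-screen hits whose inhibition reached a set limit at any dose in the follow-up dose series; inconclusive = inhibition above the set first-screen limit but never retested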;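 also: fluorescence reports GDP produced by GAP-driven GTP hydrolysis; strong numbers were not always called active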
WT yeast gro inh: growth inhibition of WT yeast, mitochondrial fusion screen; mitochondrial fusion phenotypic screen, WT strain; inhibition, % at 10 µM; actives 2.1% (n = 190,000); AID 1362; in the data active = inhibition above about 58%; tested in S. cerevisiae
bCat nuc transl: modulators of beta-catenin nuclear translocation | HeLa beta-catenin nuclear translocation, immunofluorescence imaging | nuclear translocation activity, % at 5 µM | actives 0.3% (n = 190,000) | AID 1665;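 active = nuclear translocation activity above 50% at 5 µM, with a well cell count of 50 or more; inconclusive = wells under 50 cells across six images, flagged as toxic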;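 also: per-cell ratio of nuclear to cytoplasmic median beta-catenin stain intensity; plate controls were DMSO negative control for no effect and GSK-3 inhibitor IX positive control for full effect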
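Signal – beta-catenin immunofluorescence imaging with DAPI · Test system – human HeLa cell line · Dosing – 5 µM primary single dose, 0.1% DMSO, 0.02–20 µM confirmation series · Measure – % activation, nuclear-to-cytoplasmic median beta-catenin signal ratio per cell · Incubation – 24 h compound exposure at 37°C, 5% CO2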
RSV CPE inhibition: RSV antiviral activity via CPE protection, HEp-2 cells, primary 10 µM value included (AID 2391); CPE inhibition, % at 10 µM; hits with a dose series show IC50 in µM; HEp-2 cells, RSV-induced CPE inhibition; higher % means a stronger effect; actives 0.13% (n = 310,000); in the data active = a potency from the dose series; inconclusive = CPE inhibition mostly from about 23% at the one dose, without a potency; inactive = the rest, 99 in 100 with CPE inhibition below about 21%; also: strong numbers were not always called active
Myeloid diff 2: myeloid differentiation induction; ER-HoxA9 myeloid progenitors, lysozyme-GFP differentiation, flow cytometry; calls only at 10 µM; actives 1% (n = 360,000); AID 624256;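 active = normalized GFP-positive differentiation at or above the plate's own cutoff, the solvent-only control mean plus 3 SD; inconclusive = no clear call, values can overlap the other calls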;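 also: cells exposed to compound for four days before flow analysis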
SV40 large T antigen: SV40 large T antigen inhibitors, biochemical (AID 1903); SV40 large T antigen ATPase/helicase inhibition assay; higher % means a stronger effect; one-dose inhibition, % at 20 µM; IC50 in µM for titrated hits; actives 0.39% (n = 310,000); in the data active = a potency from the dose series; inconclusive = inhibition mostly from about 32% at the one dose, without a potency; inactive = the rest, 99 in 100 with inhibition below about 32%; also: strong numbers were not always called active
WT yeast gro inh mutant strain: recorded beside WT yeast gro inh, whose call it bears; inhibition, %; mitochondrial fusion phenotypic screen, mutant strain inhibition
bCat nuc transl cell count 5 µM: recorded beside bCat nuc transl, whose call it bears; cell count; measured here: cell count, cytotoxicity flag
T cell HTS vesicle-bound %: second read-out of T cell HTS, no call of its own (marks repeat the call); double positive events, %; measured here: CD8+ vesicle-bound cell fraction;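 binding gate set so that unloaded-vesicle control wells show 10% double positive cells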
Myeloid diff 2 GFP+ MAC1+ %: also measured in Myeloid diff 2; calls as there; GFP+ MAC1+ double positive, %; measured here: differentiation confirmed by MAC1 staining
An asterisk follows results filed as active; i = inactive; u = inconclusive; x = no result given; + = active, no number.

SMILES	West Nile virus CPE	Salmonella PhoP GFP	T cell HTS	T cell HTS vesicle-bound %	Rac1 GTP hydrolysis	WT yeast gro inh	WT yeast gro inh mutant strain	bCat nuc transl	bCat nuc transl cell count 5 µM	RSV CPE inhibition	Myeloid diff 2	Myeloid diff 2 GFP+ MAC1+ %	SV40 large T antigen
CCN(CC1CCCN(CCc2cccc(OC)c2)C1)C(=O)c1ccoc1 (centres undefined)	-0.9%	5%	i	9	10%	x	x	x	x	1.1%	i	0.7	13%
CCOC(=O)c1c(NC(=O)c2cccs2)sc2c1CC(C)(C)OC2	0.4%	-3%	i	29	16%	26	1	-4.5	916	2.6%	i	0.8	0%
CC(C)(O)C(=O)NNC(=S)Nc1cccc(C(F)(F)F)c1	0.4%	-3%	i	25	5%	-5	-6	-5.6	1068	0.5%	i	0.4	13%
Cc1nc(SCc2cccc(F)c2)c2oc3ccccc3c2n1	-1.0%	-1%	i	18	2%	x	x	0.5	1182	6.9%	i	0.4	5%
COc1ccc(C(=O)NNC(=O)CSc2nnc(-c3cccnc3)n2C)cc1	-0.5%	-1%	i	24	7%	-7	5	0.4	1503	2.7%	i	0.1	0%
O=C(CCNC(=O)c1ccc(Br)cc1)Nc1ccccc1N1CCCC1	x	-1%	i	17	4%	x	x	x	x	-2.1%	i	1.5	17%
Cc1cc(C(=O)OCC(=O)NCCC(C)C)c2ccccc2n1	-0.8%	-10%	i	14	3%	23	15	-1.0	1284	0.2%	i	8.5	15%
COc1ccccc1N1CCN(S(=O)(=O)c2cc3c(cc2C)NC(=O)CO3)CC1	-1.2%	x	i	11	1%	x	x	x	x	0.8%	i	3.2	4%
COC(=O)c1ccc(/C=N/NC(=O)C(=O)NCC2CCCO2)cc1 (centres undefined)	0.6%	-10%	i	45	13%	x	x	0.4	1309	x	i	0.5	4%
O=C(Nc1ccccc1F)c1ccc(CN2CCN(c3ccccc3)CC2)cc1	-0.7%	6%	i	8	14%	x	x	x	x	2.9%	i	0.4	10%
CC1=CC(C)C2C(=O)N(c3ccccc3)NC(=O)C2C1 (centres undefined)	0.4%	-7%	i	8	5%	-16	-9	-0.3	621	1.3%	i	0.8	4%
Cc1ccc(S(=O)(=O)NC2CC(C)(C)NC(C)(C)C2)cc1C	-1.7%	-7%	i	39	9%	x	x	x	x	-2.4%	i	0.3	7%
CCOC(=O)c1cc(C)nn1-c1nc(Cl)cc(OC)n1	-0.3%	5%	i	43	5%	4	-17	-2.4	510	3.8%	i	0.6	4%
CC1CCCC(C)N1/N=C/c1cccc(Br)c1 (centres undefined)	-0.8%	-2%	x	x	x	x	x	x	x	7.7%	i	0.8	5%
C=CCc1cccc(C=Nc2cc(Br)ccc2O)c1O	-1.6%	4%	i	0	15µM*	19	5	-0.1	404	0.6%	+	2.6*	u
CCOC(=O)C1=NN(c2ccccc2)C2=NC(C)=C(C(=O)OC)C(c3ccc(C)cc3)N12 (centres undefined)	-0.3%	-9%	i	42	7%	70*	4.5*	0.9	969	3.6%	i	0.1	12%
CCOC(=O)CN1CC23C=CC(O2)C(C(=O)NCCc2ccccc2)C3C1=O (centres undefined)	-0.1%	-14%	i	66	3%	-2	3	x	x	1.9%	i	1.1	1%
N/C(=N\OC(=O)c1ccccc1Br)c1ccc([N+](=O)[O-])cc1	-1.0%	1%	i	61	8%	x	x	x	x	6.8%	i	0.5	22%
Cc1ccc(S(=O)(=O)NC(=O)Nc2ccccc2)cc1	0.2%	0%	i	5	4%	5	2	2.2	984	0.8%	i	0.3	22%
COC(=O)Cc1c(C)nc2nc(NCc3cccc([N+](=O)[O-])c3)[nH]n2c1=O	0.7%	-1%	i	5	4%	7	-10	-5.7	1077	1.4%	i	2.9	26%
c1c(CC2CCCC2)nnn1C[C@H]1CC[C@@H]([C@@H]2CC[C@H](Cn3cc(CC4CCCC4)nn3)O2)O1	-1.9%	x	i	12	-1%	x	x	x	x	2.8%	i	1.9	14%
COc1ccc(OC)c(NC(=O)CCN2CCCCC2)c1	-0.2%	-6%	+	7.4*	4%	-8	-8	-0.8	1056	1.4%	i	1.5	-4%
Cn1c(N)cc(-c2ccc(F)cc2)c(C#N)c1=O	0.2%	9%	i	12	3%	-11	8	-3.1	1136	2.8%	i	0.4	3%
CC1(c2nnc(-c3cccc(Cl)c3)o2)CC(c2ccccc2Br)=NO1 (centres undefined)	-0.5%	0%	i	25	9%	x	x	x	x	3.4%	i	0.6	7%
CC(=O)N1CCc2cc(C(=O)CN3CCN(c4cccc(Cl)c4)CC3)ccc21	0.1%	8%	i	33	2%	8	5	x	x	1.5%	i	3.5	21%
O=c1[nH]c(/C=C/c2ccc(Cl)cc2Cl)c([N+](=O)[O-])c(=O)[nH]1	0.0%	-3%	i	38	7%	x	x	x	x	17%	i	0.5	10%
COc1cc(NC(=S)NC(C)(C)C)c(OC)cc1Cl	-0.9%	0%	i	14	6%	19	21	0.5	1107	5.0%	i	1.2	16%
Cc1nn(C(C)C(=O)NCCC2=CCCCC2)c(=O)c2nn(-c3ccccc3)c(C)c12 (centres undefined)	-0.4%	5%	i	20	-2%	x	x	x	x	x	i	2.1	6%
Cc1ccc(S(=O)(=O)N2CCC(=O)N(CCOCc3cccc(Cl)c3)CC2)cc1	-1.8%	1%	i	20	7%	13	0	-0.5	557	6.3%	i	1.5	3%
O=C(COC(=O)CNC(=O)c1ccc(Cl)cc1Cl)NCc1ccco1	x	4%	i	20	3%	x	x	x	x	0.9%	i	0.5	12%
O=C(CCCOC(=O)c1ccc(O)cc1O)c1ccccc1	x	x	i	26	8%	x	x	x	x	2.6%	i	1.6	x
CC1=CC(C)(C)N(C(=O)CNC2CCCCC2)c2cc(C)ccc21	-1.1%	-5%	i	1	30%	6	-6	-0.9	1014	-2.0%	+	1.2*	-8%
COC(=O)CSc1nc(C)cc(N2CCOCC2)n1	0.1%	5%	i	22	4%	5	7	-0.2	1106	1.3%	i	0.6	1%
COc1ccccc1N(CC(=O)NC1CCCC1)C(=O)CNC(=O)c1cccs1	0.3%	-4%	i	29	-3%	x	x	x	x	1.8%	i	1.7	11%
CCOc1cc(C2c3c(n[nH]c3C)C(=O)N2c2ccc(C)cc2)ccc1O (centres undefined)	-0.6%	-7%	i	28	8%	-3	-5	x	x	0.9%	i	1.3	2%
Cc1ccc(NC(=O)COC(=O)c2cc(Cl)ccc2Cl)c(Br)c1	-0.5%	-7%	i	41	8%	15	4	-5.6	557	0.4%	i	0.4	0%
Cc1cccc(-c2noc(CN(C(=O)C34CC5CC(CC(C5)C3)C4)C(C)C)n2)c1	-0.3%	8%	i	49	10%	22	9	-3.1	1120	1.2%	i	1.0	0%
Cc1ccc(OCC(=O)NCCNC(=O)c2ccncc2)cc1	0.0%	-1%	i	37	3%	x	x	x	x	2.1%	i	0.1	3%
O=C(O)C1C2C=CC(C2)C1C(=O)Nc1ccc2c(c1)OCCO2 (centres undefined)	1.0%	7%	i	35	3%	-11	-8	-1.5	1110	-0.1%	i	1.3	3%
COc1ccc(C(NC(=O)/C=C/c2ccco2)c2ccc(OC)c(OC)c2)cc1 (centres undefined)	-0.1%	-3%	i	37	6%	7	1	3.7	1111	0.2%	i	0.3	12%
CCC(CCC(=O)Nc1ccn(-c2ccccc2)n1)C(=O)O (centres undefined)	0.6%	-10%	i	17	13%	-13	14	-5.6	1068	1.5%	i	1.0	1%
COC(=O)c1cc(NC(=O)CN(c2ccccc2OC)S(=O)(=O)c2ccccc2)ccc1Cl	-0.1%	-9%	i	29	11%	23	12	1.1	1454	3.0%	i	0.6	1%
Cc1ccccc1OCCOC(=O)c1nc2nccc(C)n2n1	0.2%	-1%	i	47	4%	-26	-11	-0.1	1142	1.6%	i	0.3	8%
CSc1ccc(/C=C(/NC(=O)c2ccc(C)cc2)C(=O)Nc2cccc(F)c2)cc1	x	-14%	i	23	9%	1	-7	x	x	0.1%	i	1.5	-7%
CCOC(=O)N1CCN(C(c2ccc(Cl)cc2)c2sc3nc(C)nn3c2O)CC1 (centres undefined)	-0.2%	-7%	i	19	6%	12	5	-0.5	1086	1.7%	i	3.2	5%
O=C(NCc1ccc(Cl)c(Cl)c1)c1cccnc1	-0.4%	13%	i	9	-2%	7	2	-2.4	1157	-0.8%	i	0.9	5%

Reformatted: entries from further up
smiles,West Nile virus CPE,Salmonella PhoP GFP,T cell HTS,T cell HTS vesicle-bound %,Rac1 GTP hydrolysis,WT yeast gro inh,WT yeast gro inh mutant strain,bCat nuc transl,bCat nuc transl cell count 5 µM,RSV CPE inhibition,Myeloid diff 2,Myeloid diff 2 GFP+ MAC1+ %,SV40 large T antigen
COc1ccc(C(NC(=O)/C=C/c2ccco2)c2ccc(OC)c(OC)c2)cc1 (centres undefined),-0.1%,-3%,i,37,6%,7,1,3.7,1111,0.2%,i,0.3,12%
CCC(CCC(=O)Nc1ccn(-c2ccccc2)n1)C(=O)O (centres undefined),0.6%,-10%,i,17,13%,-13,14,-5.6,1068,1.5%,i,1.0,1%
COC(=O)c1cc(NC(=O)CN(c2ccccc2OC)S(=O)(=O)c2ccccc2)ccc1Cl,-0.1%,-9%,i,29,11%,23,12,1.1,1454,3.0%,i,0.6,1%
Cc1ccccc1OCCOC(=O)c1nc2nccc(C)n2n1,0.2%,-1%,i,47,4%,-26,-11,-0.1,1142,1.6%,i,0.3,8%
CSc1ccc(/C=C(/NC(=O)c2ccc(C)cc2)C(=O)Nc2cccc(F)c2)cc1,x,-14%,i,23,9%,1,-7,x,x,0.1%,i,1.5,-7%
CCOC(=O)N1CCN(C(c2ccc(Cl)cc2)c2sc3nc(C)nn3c2O)CC1 (centres undefined),-0.2%,-7%,i,19,6%,12,5,-0.5,1086,1.7%,i,3.2,5%
